Assay outcomes from PubChem.
Autophagy HCS: autophagy modulation, high-content screen; MEF GFP-LC3 puncta imaging; test concentration mostly 10 µM; calls only at 10 µM (by protocol); 0.98% of 190,000 active;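 active = percentage of spot-positive cells more than 3 SD above its plate mean, without a fluorescence outlier flag or 80% toxicity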;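 note: spot-positive cell cutoff set from DMSO-treated cells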
CSM14.1 death rescue: rescue of cells from ER stress-induced death, primary screen, 384-well, CSM14.1, thapsigargin, ATP luminescence (AID 1222); CSM14.1 thapsigargin-induced death rescue, ATP luminescence; higher % means a stronger effect; 190,000 tested, under 10 active; cellular ATP content (survival), % at 20 µM; hits with a dose series show EC50 in µM;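 active = EC50 below 50 µM in the dose-response confirmation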;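 note: death triggered by thapsigargin at about 15 µM added after 2 h compound pretreatment; cell ATP read after overnight thapsigargin exposure of roughly 18 to 22 hours; normalized against plate controls of thapsigargin alone and 5% DMSO vehicle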
Dynein transport: dynein cargo transport inhibition | z-score, hits read low | AID 1381 | 3617.4 mouse cells, GR-EGFP nuclear translocation imaging; test concentration mostly 20 µM; stimulated with dexamethasone, 1 µM; active compounds read low | 0.47% of 220,000 active;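 active = plate z-score of nuclear minus cytoplasmic receptor signal below a set negative limit, without overly bright fluorescence or cell loss, cut at about -3.5 in these data, passing the limit was not always enough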;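 note: z-score of nuclear minus cytoplasmic ring GR-EGFP intensity difference per well; some compounds called inactive have numbers as strong as hits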
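Buffer or medium: tet-free, stripped-serum medium; reagent: dexamethasone at 1.0 µM final, 30 min; incubation: 48 h induction, 1 h compound, 30 min dex at 37 °C; measured by: formaldehyde fixation, Hoechst nuclear stain, 10x automated fluorescence imaging; read-out: nuclear-to-cytoplasmic GR-EGFP distribution per well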
Salmonella PhoP GFP: inhibitors of PhoP regulon expression, primary screen, Salmonella Typhimurium, GFP reporter (AID 1863). S. Typhimurium PhoP-regulated promoter GFP reporter, 4 h; higher % means a stronger effect. 0.16% of 300,000 active. inhibition, % at 50 µM; hits with a dose series show IC50 in µM;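 active = inhibition over 29.93%, a cutoff 3 SD above the screen mean, later confirmed by dose response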;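 note: 0% = low Mg2+ inducing control and 100% = high Mg2+ repressing control; strong numbers were not always called active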
MT stabilize HCS: microtubule stabilization, imaging screen. HeLa tubulin immunostaining HCS, 24 h; share of cells brighter than vehicle mean+2SD. % tubulin-high responders, % at 10 µM. 0.83% of 200,000 active. AID 2205;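 active = plate Z-score above 3 for both tubulin-high and condensed-nucleus cell shares, with cell loss under 80%, at 10 µM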;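 note: anti alpha tubulin signal scored within the nucleus-defined area of each cell; some results filed as inactive read as strong as hits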
Insulin prom up: MIN6 insulin promoter up-regulation; MIN6 insulin promoter-GFP reporter, high-content imaging; active compounds read high; z-score at 5 µM; 0.3% of 190,000 active;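 active = z-score above 3 at 5 µM with at least 500 cells counted in the well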
b-catenin transl: alters nuclear translocation of beta-catenin in HeLa cells; immunofluorescence imaging; nuclear translocation activity, % at 5 µM; AID 1665; 0.3% of 190,000 active;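 active = nuclear translocation activity above 50% at 5 µM, with a well cell count of 50 or more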;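 note: per-cell ratio of nuclear to cytoplasmic median beta-catenin stain intensity; plate controls were DMSO negative control for no effect and GSK-3 inhibitor IX positive control for full effect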
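System: Human HeLa cells, endogenous beta-catenin | Compound dosing: 5 µM primary, 0.02–20 µM confirmation | Timing: 24 h compound exposure at 37°C, 5% CO2 | Measured by: Fluorescence imaging of beta-catenin antibody stain plus DAPI | Read-out basis: % activation of per-cell nuclear versus cytoplasmic median beta-catenin signal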
Lipid droplet: modulators of hepatic lipid droplet formation; AID 1656; 0.4% of 240,000 active; AML12 mouse hepatocytes, oleate lipid droplets, BODIPY imaging; inhibition, % at 6.5 µM;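 active = lipid droplet intensity inhibited by at least 50%, with more than 500 cells counted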
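Test system: AML12 hepatocytes (mouse); reagent: oleate loading, 100 µM; dosing: one dose, 6.5 µM compound; incubation: overnight exposure; signal: fluorescence imaging, 20x objective, two fields per well; read-out basis: % inhibition of corrected integrated BODIPY droplet signal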
T cell modulator: modulates CD8 T cell binding to vesicles; calls only at 7 µM; 2C CD8+ T cell-vesicle binding, flow cytometry; active compounds read low; 0.068% of 330,000 active;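 active = response, share of CD8 T cells binding vesicles, and their 90th percentile fluorescence all below set limits, cut at about 80% in these data, passing the limit was not always enough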
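incubation = binding step 1.5 h, 37 °C, antibody labelling 20 min, ice | test system = 2C mouse CD8+ T cells | read-out basis = percent CD8+ FL2 mean versus row control | controls = Peptide-free naked vesicles (low) and QL9 vesicles with 0.7% DMSO vehicle (high) | detection = flow cytometry of vesicle-bound cells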
Dynein transport cytoplasmic EGFP: further read-out of Dynein transport, marked with its call; z-score; measured here: cytoplasmic GR-EGFP intensity; active compounds read high
Dynein transport nuclear GR-EGFP: second read-out of Dynein transport, no call of its own (marks repeat the call); z-score; measured here: nuclear GR-EGFP intensity;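 lower value marks the stronger effect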
Dynein transport cell count: also measured in Dynein transport; calls as there; z-score; measured here: cell count per field
Insulin prom up cell count: recorded beside Insulin prom up, whose call it bears; cell count; measured here: cytotoxicity, nuclei count;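 total cells summed across four imaged fields per well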
Lipid droplet cells 6.5 µM: second read-out of Lipid droplet, no call of its own (marks repeat the call); cell count; measured here: cell count, cytotoxicity flag;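 cells counted across two imaged fields per well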
b-catenin transl cell count 5 µM: further read-out of b-catenin transl, marked with its call; cell count; measured here: cell count, cytotoxicity flag
T cell modulator vesicle-bound %: further read-out of T cell modulator, marked with its call; double positive events, %; measured here: CD8+ vesicle-bound cell fraction;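 binding gate set so that unloaded-vesicle control wells show 10% double positive cells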
MT stabilize HCS Hoechst-high %: second read-out of MT stabilize HCS, no call of its own (marks repeat the call); % Hoechst-high responders; measured here: nuclear condensation Hoechst responders;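 share of cells brighter than vehicle mean plus two SD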
MT stabilize HCS cytotoxicity %: further read-out of MT stabilize HCS, marked with its call; toxicity, %; measured here: cytotoxicity by cell density;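 0% = mean cell density of plate MIN control wells and 100% = no cells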
Autophagy HCS cell loss 18 h: recorded beside Autophagy HCS, whose call it bears; toxicity, %; measured here: cell loss, nuclei count;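 cell loss after 18 h compound exposure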
An asterisk follows results filed as active.

For CCCCN(C(=O)c1ccc(S(=O)(=O)N(C)C)cc1)c1ccccc1 the results were Dynein transport 0.22, Salmonella PhoP GFP -1.9%, Insulin prom up -0.12, b-catenin transl -1.3, Lipid droplet 8.1, T cell modulator inactive, Dynein transport cytoplasmic EGFP -0.649, Dynein transport nuclear GR-EGFP 0.328, Dynein transport cell count -1.25, Insulin prom up cell count 1102, Lipid droplet cells 6.5 µM 665, b-catenin transl cell count 5 µM 1249 and T cell modulator vesicle-bound % 25.9.
For O=C(CCN1CCC(c2ccc(Cl)s2)=N1)c1ccc(Cl)s1 the results were Dynein transport -0.197, Salmonella PhoP GFP -0.1%, Insulin prom up 0.62, b-catenin transl -1.5, Lipid droplet -2.9, T cell modulator inactive, Dynein transport cytoplasmic EGFP -0.0987, Dynein transport nuclear GR-EGFP -0.104, Dynein transport cell count 0.578, Insulin prom up cell count 1537, Lipid droplet cells 6.5 µM 710, b-catenin transl cell count 5 µM 1147 and T cell modulator vesicle-bound % 57.2.
For O=C(NCc1cccnc1)c1ccc(Cn2cc(C(F)(F)F)ccc2=O)cc1 the results were Autophagy HCS inactive, CSM14.1 death rescue -0.8%, Dynein transport -0.358, Salmonella PhoP GFP -7.5%, MT stabilize HCS 0.7, Insulin prom up 1.69, b-catenin transl -0.6, Lipid droplet -2.9, T cell modulator inactive, Dynein transport cytoplasmic EGFP -0.218, Dynein transport nuclear GR-EGFP 0.124, Dynein transport cell count -0.682, Insulin prom up cell count 1184, Lipid droplet cells 6.5 µM 699, b-catenin transl cell count 5 µM 1094, T cell modulator vesicle-bound % 49.4, MT stabilize HCS Hoechst-high % 2.6, MT stabilize HCS cytotoxicity % 4.5 and Autophagy HCS cell loss 18 h -10.5.
COc1ccccc1-c1nc2cc3ccccc3cc2nc1-c1ccccc1 was read as Autophagy HCS inactive, CSM14.1 death rescue -0.7%, Dynein transport -0.16, Salmonella PhoP GFP 17.2%, MT stabilize HCS 3.6, Insulin prom up -0.53, b-catenin transl -2.7, Lipid droplet 2.7, T cell modulator inactive, Dynein transport cytoplasmic EGFP -0.314, Dynein transport nuclear GR-EGFP -0.231, Dynein transport cell count 0.0369, Insulin prom up cell count 1313, Lipid droplet cells 6.5 µM 686, b-catenin transl cell count 5 µM 1028, T cell modulator vesicle-bound % 63.8, MT stabilize HCS Hoechst-high % 1.8, MT stabilize HCS cytotoxicity % 5.8 and Autophagy HCS cell loss 18 h 20.5.
For COc1ccc(CCN2C(=NC(=O)CCC(=O)O)SC3CS(=O)(=O)CC32)cc1OC (stereo unspecified) the results were Autophagy HCS inactive, CSM14.1 death rescue -1.6%, Dynein transport 1.79, Salmonella PhoP GFP -10.2%, MT stabilize HCS 1.9, Insulin prom up 0.87, b-catenin transl -3.2, T cell modulator inactive, Dynein transport cytoplasmic EGFP -0.158, Dynein transport nuclear GR-EGFP 0.898, Dynein transport cell count -1.2, Insulin prom up cell count 1068, b-catenin transl cell count 5 µM 895, T cell modulator vesicle-bound % 27.8, MT stabilize HCS Hoechst-high % 1.5, MT stabilize HCS cytotoxicity % 6.7 and Autophagy HCS cell loss 18 h -2.2.
For CNCCCNCc1ccc(SC)cc1 the results were Autophagy HCS inactive, CSM14.1 death rescue -0.5%, Dynein transport 0.34, Salmonella PhoP GFP -2.7%, MT stabilize HCS 2.6, Lipid droplet 10.2, Dynein transport cytoplasmic EGFP -0.289, Dynein transport nuclear GR-EGFP 0.271, Dynein transport cell count 0.56, Lipid droplet cells 6.5 µM 765, MT stabilize HCS Hoechst-high % 1.3, MT stabilize HCS cytotoxicity % 7.7 and Autophagy HCS cell loss 18 h -8.8.
CCOc1ccc(CSC(=N)N)cc1[N+](=O)[O-] was read as Autophagy HCS inactive, CSM14.1 death rescue -4.5%, Dynein transport -1.42, Salmonella PhoP GFP 41.0%, MT stabilize HCS 3.8, b-catenin transl -15.8, Lipid droplet 1.7, T cell modulator inactive, Dynein transport cytoplasmic EGFP -0.232, Dynein transport nuclear GR-EGFP -0.739, Dynein transport cell count 1.21, Lipid droplet cells 6.5 µM 760, b-catenin transl cell count 5 µM 1169, T cell modulator vesicle-bound % 30.8, MT stabilize HCS Hoechst-high % 1.3, MT stabilize HCS cytotoxicity % 7.4 and Autophagy HCS cell loss 18 h 5.0.
Screening COc1ccc(-c2cc(-c3ccc(OC)c(OC)c3)n[nH]2)c(O)c1 returned Autophagy HCS inactive, CSM14.1 death rescue -0.7%, Dynein transport -0.813, Salmonella PhoP GFP 30.5%, MT stabilize HCS 3.7, Insulin prom up 0.42, Lipid droplet 8.4, T cell modulator inactive, Dynein transport cytoplasmic EGFP -0.185, Dynein transport nuclear GR-EGFP -0.194, Dynein transport cell count 0.242, Insulin prom up cell count 860, Lipid droplet cells 6.5 µM 785, T cell modulator vesicle-bound % 21.9, MT stabilize HCS Hoechst-high % 1.1, MT stabilize HCS cytotoxicity % 7.4 and Autophagy HCS cell loss 18 h 4.5.
For C#Cc1ccc([C@H]2C=C(C(=O)N3CCN(Cc4ccc5c(c4)OCO5)CC3)O[C@@H](OCC)[C@@H]2CCCO)cc1 the results were Autophagy HCS inactive, CSM14.1 death rescue 4.8%, Dynein transport -0.529, Salmonella PhoP GFP -0.4%, MT stabilize HCS 3.8, Insulin prom up -0.5, b-catenin transl -2.0, Lipid droplet -15.6, T cell modulator inactive, Dynein transport cytoplasmic EGFP -0.252, Dynein transport nuclear GR-EGFP 0.0402, Dynein transport cell count 0.512, Insulin prom up cell count 1206, Lipid droplet cells 6.5 µM 694, b-catenin transl cell count 5 µM 1227, T cell modulator vesicle-bound % 51.9, MT stabilize HCS Hoechst-high % 2.2, MT stabilize HCS cytotoxicity % 10.6 and Autophagy HCS cell loss 18 h -2.4.
O=C(CN1CCN(C2CCCCC2)CC1)Nc1ccc(Br)cc1 was read as Autophagy HCS inactive, CSM14.1 death rescue -0.7%, Dynein transport 1.03, Salmonella PhoP GFP -0.4%, MT stabilize HCS 5.6, Insulin prom up -0.64, b-catenin transl -2.8, Lipid droplet 2.5, T cell modulator inactive, Dynein transport cytoplasmic EGFP -0.179, Dynein transport nuclear GR-EGFP 0.128, Dynein transport cell count 0.174, Insulin prom up cell count 1071, Lipid droplet cells 6.5 µM 633, b-catenin transl cell count 5 µM 1067, T cell modulator vesicle-bound % 7.1, MT stabilize HCS Hoechst-high % 1.8, MT stabilize HCS cytotoxicity % 8.1 and Autophagy HCS cell loss 18 h -18.1.
For CCOc1cc(NS(=O)(=O)c2ccc(OC)cc2)c(OCC)cc1NC(C)=O the results were Autophagy HCS inactive, CSM14.1 death rescue -0.1%, Dynein transport 0.394, Salmonella PhoP GFP 1.9%, MT stabilize HCS 2.9, Insulin prom up -0.1, b-catenin transl -0.9, Lipid droplet 0.2, T cell modulator inactive, Dynein transport cytoplasmic EGFP -0.324, Dynein transport nuclear GR-EGFP 0.35, Dynein transport cell count -0.135, Insulin prom up cell count 1440, Lipid droplet cells 6.5 µM 679, b-catenin transl cell count 5 µM 1051, T cell modulator vesicle-bound % 4.6, MT stabilize HCS Hoechst-high % 0.9, MT stabilize HCS cytotoxicity % 3.2 and Autophagy HCS cell loss 18 h -10.9.
`CCOC(=O)CC1=NC(=O)CS1` gave Autophagy HCS inactive, CSM14.1 death rescue 0.0%, Dynein transport -1.19, Salmonella PhoP GFP -1.9%, MT stabilize HCS 4.8, Insulin prom up 0.48, b-catenin transl -6.3, T cell modulator inactive, Dynein transport cytoplasmic EGFP -0.169, Dynein transport nuclear GR-EGFP 0.0512, Dynein transport cell count 1.02, Insulin prom up cell count 1256, b-catenin transl cell count 5 µM 967, T cell modulator vesicle-bound % 33.3, MT stabilize HCS Hoechst-high % 1.8, MT stabilize HCS cytotoxicity % 7.4 and Autophagy HCS cell loss 18 h 4.0.
`CCCc1cc(C(=O)NNC(=S)NCC2CCCO2)cs1` (stereo unspecified) gave Autophagy HCS inactive, CSM14.1 death rescue -2.1%, Dynein transport 0.192, Salmonella PhoP GFP 0.0%, MT stabilize HCS 6.7, Insulin prom up 0.38, b-catenin transl 3.2, Lipid droplet 2.0, T cell modulator inactive, Dynein transport cytoplasmic EGFP -0.174, Dynein transport nuclear GR-EGFP -0.0198, Dynein transport cell count -0.556, Insulin prom up cell count 1482, Lipid droplet cells 6.5 µM 645, b-catenin transl cell count 5 µM 1066, T cell modulator vesicle-bound % 6.1, MT stabilize HCS Hoechst-high % 1.7, MT stabilize HCS cytotoxicity % 9.6 and Autophagy HCS cell loss 18 h 14.4.

Compounds were not picked by outcome. About 3% of those tested had a hit in this group.
